PERK inh = block of dimerizer-induced PERK translation repression, primary screen, PERK inhibitor project, CHO PERK-DD cells, SEAP luminescence, HTS; inhibition, % at 5.6 µM; AID 1416, 2008; 220,000 compounds, 0.17% hits; CHO PERK-DD fusion, SEAP luminescence translation reporter;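 active means inhibition above the mean inhibition of all tested compounds plus 3 SD, set separately per screening campaign, cut at about 2.9% in these data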;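 further: PERK kinase domain activated by AP20187 dimerizer at 100 nM; 0% = DMSO with dimerizer and 100% = rapamycin at 8.4 µM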
S1P4 antag = S1P4 receptor antagonists, primary screen, cell-based; AID 1510, 2009; 220,000 compounds, 0.26% hits; Sphingosine 1-phosphate receptor 4 (Homo sapiens), O95977; S1P4-expressing cells, antagonist mode, reporter read-out; inhibition, % at 4.98 µM; in the data active means inhibition above about 29%;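 further: 0% = wells stimulated with agonist and 100% = vehicle wells without agonist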
NPY2 pot ag = NPY-Y2 potentiators or agonists, primary screen, cell-based | activation, % at 3.6 µM | 220,000 compounds, 0.45% hits | Neuropeptide Y receptor type 2 (Homo sapiens), P49146 | cells expressing NPY-Y2, potentiator/agonist read-out | AID 1359, 2008; in the data active means activation above about 27%;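 further: cells stimulated with NPY near EC25 plus isoproterenol at EC100; 0% = vehicle plus submaximal agonist and 100% = vehicle plus saturating agonist; some results beyond the cut were filed as inactive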
eIF4E 4G PPI = eIF4E–eIF4G protein interaction inhibitors, primary screen, biochemical, uHTS, TR-FRET, eIF4GI fragment; TR-FRET eIF4E-eIF4GI(517-606) binding, 2 h; inhibition, % at 21.7 µM; 220,000 compounds, 0.37% hits;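 active means inhibition above about 30%, limit read from the data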;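 further: 0% = full FRET control wells and 100% = background wells lacking eIF4GI fragment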
Target sequence (P63073 whole entry, looked up, the tested form may be a part): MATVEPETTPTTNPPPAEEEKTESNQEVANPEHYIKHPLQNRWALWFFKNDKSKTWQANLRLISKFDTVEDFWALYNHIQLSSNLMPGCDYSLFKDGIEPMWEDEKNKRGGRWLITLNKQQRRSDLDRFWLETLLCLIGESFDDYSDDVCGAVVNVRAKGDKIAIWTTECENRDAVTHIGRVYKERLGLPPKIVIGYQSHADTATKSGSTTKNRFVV
Target sequence (Q04637 whole entry, looked up, the tested form may be a part): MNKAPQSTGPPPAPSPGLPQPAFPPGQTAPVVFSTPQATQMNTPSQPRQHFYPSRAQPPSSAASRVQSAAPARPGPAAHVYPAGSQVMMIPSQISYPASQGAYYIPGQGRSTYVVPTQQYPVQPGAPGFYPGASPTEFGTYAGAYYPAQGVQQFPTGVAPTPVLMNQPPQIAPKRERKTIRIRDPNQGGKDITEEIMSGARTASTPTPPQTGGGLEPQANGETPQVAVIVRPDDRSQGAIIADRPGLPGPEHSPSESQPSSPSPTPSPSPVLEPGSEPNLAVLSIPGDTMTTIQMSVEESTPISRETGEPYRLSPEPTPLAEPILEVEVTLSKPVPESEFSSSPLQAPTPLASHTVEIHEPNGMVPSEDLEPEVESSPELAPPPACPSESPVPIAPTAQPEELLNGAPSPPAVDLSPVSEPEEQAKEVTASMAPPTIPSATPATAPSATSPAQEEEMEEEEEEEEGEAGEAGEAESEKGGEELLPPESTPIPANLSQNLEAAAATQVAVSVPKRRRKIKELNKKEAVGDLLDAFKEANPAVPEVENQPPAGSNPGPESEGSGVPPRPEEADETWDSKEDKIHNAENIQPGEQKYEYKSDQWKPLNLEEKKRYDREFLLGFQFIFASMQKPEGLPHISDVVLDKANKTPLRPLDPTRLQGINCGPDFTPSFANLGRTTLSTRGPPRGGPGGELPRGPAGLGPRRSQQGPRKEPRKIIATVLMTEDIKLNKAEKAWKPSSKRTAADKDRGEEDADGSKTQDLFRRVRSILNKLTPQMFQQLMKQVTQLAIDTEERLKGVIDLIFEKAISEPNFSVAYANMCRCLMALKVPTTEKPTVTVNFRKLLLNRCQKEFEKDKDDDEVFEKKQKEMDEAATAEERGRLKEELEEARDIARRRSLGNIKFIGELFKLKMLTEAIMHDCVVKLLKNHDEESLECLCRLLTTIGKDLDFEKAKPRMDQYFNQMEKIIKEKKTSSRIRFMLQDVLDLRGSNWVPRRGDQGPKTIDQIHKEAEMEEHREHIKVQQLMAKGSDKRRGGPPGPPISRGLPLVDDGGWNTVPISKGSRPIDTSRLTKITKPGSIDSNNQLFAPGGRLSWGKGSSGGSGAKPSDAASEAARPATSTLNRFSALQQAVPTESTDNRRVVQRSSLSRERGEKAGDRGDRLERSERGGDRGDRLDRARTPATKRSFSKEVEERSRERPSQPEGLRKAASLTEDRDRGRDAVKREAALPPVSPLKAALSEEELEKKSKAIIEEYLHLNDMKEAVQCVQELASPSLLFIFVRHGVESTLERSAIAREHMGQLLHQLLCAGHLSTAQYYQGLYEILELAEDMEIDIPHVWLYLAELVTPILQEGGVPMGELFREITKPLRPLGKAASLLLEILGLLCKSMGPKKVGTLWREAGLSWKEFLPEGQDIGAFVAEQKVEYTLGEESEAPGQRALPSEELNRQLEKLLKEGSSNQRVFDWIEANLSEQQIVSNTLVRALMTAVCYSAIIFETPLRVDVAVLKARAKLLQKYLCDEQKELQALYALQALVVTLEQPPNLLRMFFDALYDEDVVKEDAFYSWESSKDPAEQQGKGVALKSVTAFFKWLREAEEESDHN
MDM2 E3 inh = MDM2-luciferase reporter signal enhancers, primary screen, MDM2 E3 ligase inhibitor project, cell-based, luminescence, 1536-well; 210,000 compounds, 0.11% hits; cell-based MDM2 ubiquitination luciferase reporter, 2 h; 0 = plate control, 100 = twice control, blank-subtracted; E3 ubiquitin-protein ligase Mdm2 (Homo sapiens), Q00987; AID 1230, 2008; signal enhancement, % at 5 µM;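 active means signal enhancement of 30% or more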;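 further: luminescence tracks abundance of the self-degrading MDM2-luciferase fusion protein; higher signal means inhibition of MDM2 E3 ligase activity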
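Material: stable MDM2–luciferase fusion reporter cells / Quantity: 2000 cells/well / Dosing: single 5 µM compound dose, 0.2% final DMSO / Buffer or medium: DMEM / Schedule: 4 h cell settling then 2 h compound exposure, 37 °C / Detection: luminescence with SteadyLite reagent, 15 min at room temperature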
S1P4 ag = S1P4 receptor agonists, primary screen, cell-based. 220,000 compounds, 0.35% hits. activation, % at 4.98 µM. S1P4-expressing cell line, agonist reporter assay. AID 1509, 2009. Sphingosine 1-phosphate receptor 4 (Homo sapiens), O95977; in the data active means activation above about 11%;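 further: 0% = DMSO vehicle and 100% = reference agonist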
Wee1 degr inh = Wee1 degradation inhibitors, primary screen, cell-based, HeLa, Wee1K328M-luciferase, luminescence; reporter increase, % at 5 µM; HeLa Luc-Wee1K328M stability; 100% = proteasome inhibitor MG132 effect; Wee1-like protein kinase (Homo sapiens), P30291; 220,000 compounds, 1.2% hits;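 active means activation above the mean of all tested compounds plus 3 SD, set per screening run, cut at about 8.8% in these data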;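 further: cells exposed to compound for 20 h before luminescence read; 0% = DMSO alone and 100% = MG132 at 30 µM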
BaF3 parental = parental Ba/F3 cell viability inhibition, counter-screen for JAK2V617F inhibitor project, murine pro-B, CellTiter-Glo luminescence. CellTiter-Glo ATP luminescence. inhibition, % at 5.6 µM. 220,000 compounds, 1.1% hits. AID 1486, 2009;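 active means inhibition above a per-campaign cutoff, the mean inhibition of all tested compounds plus 3 SD, cut at about 27% in these data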;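 further: 0% = DMSO wells and 100% = JAK Inhibitor I control wells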
Ba/F3 V617F tox = reduced viability of JAK2V617F-dependent Ba/F3 cells, primary screen, JAK2V617F inhibitor project, cell-based, Ba/F3 EpoR-JAK2V617F, luminescence; ATP luminescence; inhibition, % at 5.6 µM; 220,000 compounds, 1.1% hits;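 active means inhibition above the campaign mean plus 3 SD over all tested compounds, cut at about 24% in these data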;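 further: cytokine-independent growth of Ba/F3 cells driven by EpoR plus mutant JAK2; 0% = DMSO-treated cells and 100% = JAK inhibitor I control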
Numbers without * were called inactive; . = no result given; & = joins results of further samples; [ ] = dose if it differs, or a comment. Outcome played no part in choosing rows; about 4.1% have a hit in one of these screens.

SMILES	PERK inh	S1P4 antag	NPY2 pot ag	eIF4E 4G PPI	MDM2 E3 inh	S1P4 ag	Wee1 degr inh	BaF3 parental	Ba/F3 V617F tox
CC(CC(=O)Nc1ccc(F)c([N+](=O)[O-])c1)c1ccccc1 (centres undefined)	0.4	-10	9	13	4	-0.4	3	2	-2
COc1ccccc1NC(=S)NCc1ccc2c(c1)cc(C)n2C	0.8	-3	-10	4	1	1.2	1	6	0
COc1cc(/C=C2/C(=O)c3cccc([N+](=O)[O-])c3C2=O)c(Br)cc1O	-0.2	6	7	12[fluorescence artefact?]	-15	-0.6	0	6	-3
CCn1c(C)[n+](CC(O)COCC2CC=CCC2)c2ccccc21 (centres undefined)	0.1	-27	0	3[fluorescence artefact?]	-10	-5.1	-3	41*	27*
Cc1ccsc1C(=O)OCC(=O)N1CC(=O)Nc2ccccc21	0.4	-20	-12	-6	-11	0.4	0	4	0
COc1ccc(OCC(=O)NNc2c3ccccc3nc3ccccc23)cc1	0.0	-16	3	-18[fluorescence artefact?]	-13	-0.4	-1	17	11
CCCOc1ccc(N2C(=O)CC(N(CCc3ccc(S(N)(=O)=O)cc3)C(C)=O)C2=O)cc1 (centres undefined)	0.9	-2	12	-6	2	0.9	-2	-4	-3
CCCN(CC(=O)Nc1ccccc1C)C(=O)CCl	0.7	-12	-8	-4	-5	1.8	0	6	-4
CN1CCc2c(sc3c2c(=O)n(-c2ccccc2)c2nnc(SCc4ccc(Cl)cc4)n32)C1	-0.3	-29	4	-36	2	0.8	2	7	-1
CCC(C)[C@H](NC(=O)NCc1ccco1)C(=O)OC (some centres undefined)	0.9	7	4	3	-13	-0.3	1	3	-1
O=C(NCC(=O)N1CCN(S(=O)(=O)/C=C/c2ccccc2)CC1)c1ccc(Cl)cc1	0.3	2	10	-15	.	-2.0	3	-2	-1
COc1ccc(CN2CCCC2C(=O)Nc2ccc(OC)c(OC)c2)cc1OC (centres undefined)	-0.5	-8	-2	1	-7	-0.2	-2	3	1
Cc1ccc(OCC(=O)N/N=C/c2ccco2)cc1	0.1	-2	10	-5[fluorescence artefact?]	-9	-0.8	1	4	0
Cc1nnc(NC(=O)CSc2ccc(-c3ccco3)nn2)s1	0.6	-19	7	13	-8	1.1	-3	7	-1
Cc1ccc(C(=O)N/C(=C/c2ccc(-c3ccc(Br)cc3)o2)C(=O)NC2CCS(=O)(=O)C2)cc1 (centres undefined)	0.7	-15	5	9[fluorescence artefact?]	-2	1.6	1	9	2
O=C(CN1C(=O)c2ccccc2C1=O)N1CCCCC1	0.0	-4	14	5	-4	2.1	0	2	2
Cc1ccc(-n2c(C)cc(C(=O)COc3c(CO)cc(F)cc3CO)c2C)cc1C	-0.9	-6	0	1[fluorescence artefact?]	12	-0.4	0	3	5
COc1ccc(C(=O)NCc2nnc(SCC(=O)N3CCCc4ccccc43)o2)cc1OC	0.9	-5	1	5	2	-1.6	0	2	-1
Cc1ccc(OC(=O)c2sc3ncn(C)c(=O)c3c2C)cc1	0.5	10	-4	2	-3	1.7	2	-4	-1
O=C(/C=C/c1ccc2c(c1)OCO2)NCc1ccncc1	0.6	-1	-46	2	-3	0.5	-3	2	0
CC(C)(C)CC(=O)Nc1ccccc1N1CCN(c2ccccc2)CC1	0.8	-18	1	1	-13	1.2	11*	9	3
CCOC(=O)Cc1csc(NC(=O)Cn2c(=O)oc3ccccc32)n1	0.5	-9	-4	-2	-5	0.9	-2	2	-1
O=C(Cc1cc(=O)[nH][nH]1)N/N=C/c1cccc(Cl)c1Cl	-0.5&1.2	13&-13	-2&9	2&3	-9&-8	0.5&0.3	-3&-1	5&5	3&-3
O=C(Nc1ccc(NC(=O)c2sc3ccccc3c2Cl)cc1Cl)c1ccco1	0.8	-20	11	-20	-26	-0.2	-2	2	-5
COc1ccc(OC)c(S(=O)(=O)Nc2cccc(-c3ccc4nncn4n3)c2)c1	-0.8	5	1	2	-10	0.4	-1	6	0
O=C1c2ccccc2C(=O)c2c1cccc2N1CCOCC1	-1.5	-20	8	8[fluorescence artefact?]	-17	1.7	0	6	2
CC1CC(C)(C)NC(=S)N1CCCC(=O)Nc1ccc(F)c(F)c1 (centres undefined)	-0.3	2	-7	-1	3	0.3	3	7	0
CC1(C)CC(N2CCCC2)=CC(=[N+]2CCCCC2)C1	0.5	3	17	5	-19	1.4	1	67*	82*
Cc1ccc([N+](=O)[O-])cc1NC(=O)C(Sc1ccccc1)c1ccccc1 (centres undefined)	0.1	-10	7	-1	-2	0.1	0	4	2
CCCNC(=S)N1CCC(NC(=O)C2CCCCC2)CC1	-0.2	-8	5	-2	-37	0.8	10*	-2	0
COc1cccc(-c2noc(CCCC(=O)Nc3ccc(C(N)=O)cc3)n2)c1	0.2	9	0	3	-4	0.4	2	5	4
C=CCN=C1CC(C)(C)CC(=O)/C1=C(\O)CCCN1C(=O)c2ccccc2C1=O	1.5	-6	-7	1	-25	0.6	3	6	3
CCCn1c2c(c(O)c(C(=O)Nc3ccccc3)c1=O)CCCC2	-0.3	-12	-11	-1	-13	0.2	-1	1	-4
CCn1cc(C(c2ccccc2)C(C(C)=O)[N+](=O)[O-])c2ccccc21 (centres undefined)	1.6	-1	4	-4	-7	1.4	1	0	-3
Cc1ccccc1C(=O)NCCc1nnc(SCC(=O)Nc2nc(-c3ccccc3)cs2)n1C	1.3	18	0	-1	-13	-0.3	-1	6	-4
COc1ccc(NC(=S)N2CCCC(c3nc4ccc(C)cc4[nH]3)C2)c(OC)c1 (centres undefined)	-1.2	2	2	1	-7	-2.8	-4	2	-4
N=c1n(CCN2CCCC2)c2ccccc2n1CC(O)c1ccco1 (centres undefined)	-0.1	1	-4	4	-3	-1.0	1	3	3
COc1ccc(C(=O)CSc2nnc(-c3ccco3)n2C)cc1	-0.2	-18	-1	5	-22	-1.4	1	2	-4
CN1CCN(C(=O)c2ccc3c(c2)N(Cc2ccc(Cl)cc2)C(=O)c2ccccc2S3=O)CC1 (centres undefined)	0.1	11	13	0[fluorescence artefact?]	-10	-1.5	-2	2	-2
S=C(NCCNCc1ccccc1)NC1CCCCC1	0.1	8	6	0	-17	0.0	-1	5	1
COc1ccc(N(CC(=O)Nc2ccccc2F)S(=O)(=O)c2ccc(C)c([N+](=O)[O-])c2)cc1	0.4	-10	9	3	-5	1.1	-1	-1	-3
Cc1oc(=O)c(NC(=O)c2ccc(Cl)cc2)cc1C(=O)c1ccccc1	0.4	17	0	-58[fluorescence artefact?]	10	-1.7	-1	-3	-5
CCC(CC)C(=O)NCc1ccc(Cl)cc1	0.6	-12	0	0	-5	-1.3	0	3	0
O=c1c2c(nc3cc(-c4ccccc4)[nH]n13)CCS2	0.4	7	4	2	-6	-0.2	3	3	1
CC(NC(=O)c1cc(-c2ccccc2)on1)c1ccccc1 (centres undefined)	0.1	5	-5	1	-5	0.4	-2	5	-4
COc1ccc(NC(=O)CCC(=O)c2cccs2)cc1S(=O)(=O)Nc1ccc(Cl)cc1	-0.2	-14	22	5	-8	-1.2	-2	7	0
CCOc1cc(/C=N/NC(=O)CSc2nncn2C)ccc1OCc1cccc(C)c1	-0.1	-10	-8	-3	-12	0.7	-5	13	8
COc1ccc(CCNC(=O)C2CCC(CNc3c(N4CCCC4)c(=O)c3=O)CC2)cc1OC (centres undefined)	0.2	3	16	-1	-13	0.1	2	6	-2
COc1ccccc1NC(=O)CNC(=O)c1ccc(F)cc1	0.2	4	11	-5	-7	0.3	11*	1	-1
COCc1cc(C)n(CC(=O)Nc2ccccc2OC)c(=O)c1C#N	-0.5	-6	11	-3	-14	1.0	-2	3	-1
CCCn1nnc(NC(=O)c2ccc(OC)cc2)n1	0.8	-10	3	8	-12	1.4	3	6	-2
CCn1ncc(C2=NOC(C(=O)N3CCN(c4ccccc4)CC3)C2)c1C (centres undefined)	-1.1	-20	9	-3	6	2.9	-1	4	4
Cc1cc(C)c(S(=O)(=O)NCC2CCC(C(=O)NCc3ccccn3)CC2)c(C)c1 (centres undefined)	0.5	-11	1	6	-15	0.8	-1	4	1
O=C(NC1CCCCC1)c1noc2c1CCCCC2	0.2	-22	4	-2	-2	1.5	-2	4	-3
CC1CCN(S(=O)(=O)c2cccc(C(=O)Oc3ccc([N+](=O)[O-])cc3)c2)CC1	1.4	-6	5	-2[fluorescence artefact?]	-10	0.4	0	8	2
Cc1ccc(-n2c(C)cc(C(=O)CSc3n[nH]c(N)n3)c2C)cc1	-0.2	-1	-4	-2	-16	0.9	1	7	-2
Cn1cnnc1SCC(=O)c1ccco1	0.4	-1	8	5	-3	1.5	-2	2	-4
O=[N+]([O-])c1cccc(-c2ccc(C(=S)N3CCN(c4ccccc4)CC3)o2)c1	0.9	-9	-16	-1	-3	1.2	2	-5	-3
COc1cc(/C=N/N(C)S(=O)(=O)c2ccc(C)cc2)cc([N+](=O)[O-])c1O	1.3	-9	-15	1	.	0.0	2	2	0
CSc1ccc(C2C(C#N)=C(N)N(c3ccccc3)C3=C2C(=O)CCC3)cc1 (centres undefined)	-1.0	-12	6	7	-6	-0.4	4	2	5
New compounds follow
SMILES	PERK inh	S1P4 antag	NPY2 pot ag	eIF4E 4G PPI	MDM2 E3 inh	S1P4 ag	Wee1 degr inh	BaF3 parental	Ba/F3 V617F tox
CC1CCC/C(=N\NC(=S)NCc2ccccc2)C1 (centres undefined)	-0.4	3	-7	-14	-18	3.6	-1	3	-2
C/C(=N\NC(=O)c1cccc(Br)c1)c1cccc(NC(=O)c2ccc(C)o2)c1	0.3	1	-7	-3	-10	0.9	0	1	-5
CCS(=O)(=O)N1CCCC(C(=O)NCc2ccc3c(c2)OCO3)C1 (centres undefined)	-1.0	-14	-6	5	9	0.6	2	1	-2
Cc1nnc2c3ccccc3c(-c3cccs3)nn12	0.2	-6	-1	-2	12	1.6	-1	6	0

Records above marked active in Wee1 degr inh.
Molecule | PERK inh | S1P4 antag | NPY2 pot ag | eIF4E 4G PPI | MDM2 E3 inh | S1P4 ag | Wee1 degr inh
CC(C)(C)CC(=O)Nc1ccccc1N1CCN(c2ccccc2)CC1 | 0.8 | -18 | 1 | 1 | -13 | 1.2 | 11*
CCCNC(=S)N1CCC(NC(=O)C2CCCCC2)CC1 | -0.2 | -8 | 5 | -2 | -37 | 0.8 | 10*
COc1ccccc1NC(=O)CNC(=O)c1ccc(F)cc1 | 0.2 | 4 | 11 | -5 | -7 | 0.3 | 11*
